ABHD5-PLIN5 inh: ABHD5-PLIN5 protein interaction inhibition. AID 602281. inhibition, % at 4 µM. Split G. princeps luciferase complementation, luminescence, 4 h. 360,000 tested, 0.78% active;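 active = inhibition above the mean inhibition across every tested compound plus 3 SD, cut at about 22% in these data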;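 also: 0% = DMSO only wells and the 100% control is not disclosed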
PDI inh: PDI (human) enzyme inhibition. P07237. PDI insulin aggregation turbidity, A650, 90 min. inhibition, % at 10 µM. 350,000 tested, 0.052% active. AID 588391;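 active = mean inhibition across replicates of 30% or more, whatever share of single replicates reach that level; inconclusive = mean inhibition below 30% while every single replicate reaches 30%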;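 also: absorbance from insulin aggregation driven by PDI reduction with DTT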
HTR2A ag: mouse HTR2A agonism via beta-arrestin recruitment; P35363; CHO-K1 mHTR2A beta-arrestin complementation, luminescence; percent of 30 µM serotonin response; activation, % at 7.6 µM; 360,000 tested, 0.66% active; AID 624169;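 active = activation above a run cutoff, the mean activation of all tested compounds plus 3 SD, cut at about 14% in these data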;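 also: 0% = plate median of compound wells and 100% = 30 µM serotonin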
Glyco luc inh: N-linked glycosylation inhibition | D54 ERlucT glycosylation luciferase reporter, 24 h; percent of 100 nM tunicamycin response | reporter increase, % at 12.5 µM | 360,000 tested, 0.23% active | AID 588692;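 active = mean luciferase reporter signal, scaled so untreated is 0 and the glycosylation-blocking control 100, at or above a set limit in every replicate; inconclusive = mean reaches the limit but not every replicate does; inactive = mean below the limit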;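 also: luciferase carries N-glycosylation sites so blocking glycosylation raises the light; 0% = median of neutral control wells and 100% = median of 100 nM tunicamycin wells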
CaV13 FRET inh: Primary screen for inhibitors of IQ motif and Ca2+-dependent inactivation inhibitor domain binding in CACNA1D, Förster resonance energy transfer in living cells, …; HEK cells, CFP/YFP FRET ICDI-IQ, plate reader, 10 min; percent FRET-ratio fall versus neutral wells; inhibition, % at 12.3 µM; 340,000 tested, 0.098% active; AID 743397;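 active = mean replicate inhibition of at least 30% and at least 1% of replicates passing that level; inconclusive = only one of the two criteria is met; inactive = neither criterion is met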;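 also: 0% = median of the neutral control wells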
MC4R antag cAMP: antagonists of human melanocortin 4 receptor (MC4R) | P32245 | MC4R-expressing cells, MTII-stimulated cAMP, LANCE TR-FRET | inhibition, % at 6.5 µM | 360,000 tested, 0.48% active | AID 540295;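 active = inhibition above its plate's cutoff, the mean of tested wells on that plate plus 3 SD, cut at about 29% in these data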;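 also: 0% = Melanotan II alone and 100% = Melanotan II plus saturating MCL0020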
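Test system: U2OS cells stably expressing human melanocortin 4 receptor (MC4R); also added: Melanotan II challenge; compound: 6.5 µM single dose; timing: 30-min compound preincubation, 1-h Melanotan II challenge, 1-h detection, room temperature; signal: Eu-cAMP/anti-cAMP TR-FRET, emission 671 nm; repeats: one well per compound, no replicates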
ABCB6 inh MLPCN: blocks the human ABCB6 transporter | K562-ABCB6 porphyrin accumulation, flow cytometry, 1 h; hits give low values | fluorescence ratio to DMSO, % at 10 µM | 360,000 tested, 0.19% active | AID 602162;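 active = fluorescence ratio to DMSO below 75%, the collection mean minus 3 SD; inconclusive = too few cells collected in the well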;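 also: signal is porphyrin accumulated inside mitochondria; 100% equals median channel fluorescence of DMSO control wells; lower ratio means ABCB6 inhibition with less porphyrin fluorescence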
Target sequence (Q9NP58 whole entry, looked up): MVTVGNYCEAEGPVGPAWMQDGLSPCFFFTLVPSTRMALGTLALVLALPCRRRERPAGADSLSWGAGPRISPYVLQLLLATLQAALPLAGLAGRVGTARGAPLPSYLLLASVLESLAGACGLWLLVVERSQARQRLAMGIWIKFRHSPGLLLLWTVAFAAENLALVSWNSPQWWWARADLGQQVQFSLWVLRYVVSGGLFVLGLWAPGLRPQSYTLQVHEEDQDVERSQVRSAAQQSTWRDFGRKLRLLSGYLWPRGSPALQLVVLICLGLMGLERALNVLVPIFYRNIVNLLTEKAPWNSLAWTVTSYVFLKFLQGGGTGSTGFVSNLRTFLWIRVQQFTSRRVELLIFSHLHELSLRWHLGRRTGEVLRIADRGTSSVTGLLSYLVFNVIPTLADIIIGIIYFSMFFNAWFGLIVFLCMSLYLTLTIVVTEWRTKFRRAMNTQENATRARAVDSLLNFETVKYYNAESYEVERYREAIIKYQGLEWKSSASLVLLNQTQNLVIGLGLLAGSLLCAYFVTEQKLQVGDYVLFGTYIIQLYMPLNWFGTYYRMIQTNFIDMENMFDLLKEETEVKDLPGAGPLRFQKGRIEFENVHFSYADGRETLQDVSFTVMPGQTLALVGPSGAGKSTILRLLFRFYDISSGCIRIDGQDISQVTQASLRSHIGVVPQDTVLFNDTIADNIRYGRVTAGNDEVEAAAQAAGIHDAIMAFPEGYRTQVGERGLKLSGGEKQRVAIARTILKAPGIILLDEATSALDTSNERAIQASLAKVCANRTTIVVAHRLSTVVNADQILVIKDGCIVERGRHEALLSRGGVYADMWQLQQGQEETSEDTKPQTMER
Exocytosis inh: blocks lytic granule exocytosis; inhibition, % at 10 µM; 360,000 tested, 0.66% active; TALL-104 LAMP-1 surface exposure, flow cytometry; cells stimulated with thapsigargin and PMA;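 active = inhibition above about 55%, limit read from the data; inconclusive = no clear call, values can overlap the other calls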
H9c2 protect: myocardial damage modulation in H9c2 cells. protection from H2O2 cell death, % at 20 µM. H9c2 cardiomyocytes, H2O2 injury protection, ATPLite, 2 h. 360,000 tested, 0.63% active;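 active = compounds giving at least 50% protection of heart cells from peroxide-induced death in the single-dose screen, raw or plate-pattern-corrected value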;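 also: 0% = DMSO wells with peroxide and 100% = DMSO wells without peroxide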
MC4R ag barr: activates human MC4R beta-arrestin recruitment | U2OS MC4R beta-arrestin complementation, luminescence; percent of melanotan II response, DMSO zero | activation, % at 8.9 µM | AID 540308 | 360,000 tested, 0.98% active | P32245;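 active = activation above a per-plate cutoff, the mean activation of sample wells on that plate plus 3 SD, cut at about 8% in these data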
Starred values were filed as active, the others as inactive; ? = inconclusive; · = not tested or not shown.

Fields – ABHD5-PLIN5 inh, PDI inh, HTR2A ag, Glyco luc inh, CaV13 FRET inh, MC4R antag cAMP, ABCB6 inh MLPCN, Exocytosis inh, H9c2 protect, MC4R ag barr
#1 COc1cccc(N(C(=O)c2cccs2)c2nc3ccccc3s2)c1
  -4.9, -3.8, 3.5, 0.3, -5.9, 5.5, 101.0, -6.0, 4.8, 3.6
#2 Nc1cc2nsnc2cc1Br
  9.4, -23.3, 2.9, 13.7, ·, 20.6, 106.0, 23.8, -31.7, 4.0
#3 O=C(N1CCN(c2cccc(Cl)c2)CC1)C1(S(=O)(=O)c2ccc(Cl)cc2)CC1
  1.1, 3.7, -4.8, -2.3, -7.4, 1.0, 95.0, -1.3, 8.7, 0.1
#4 CCCOC(=O)COC(=O)c1ccccc1NC(=O)c1ccccc1
  6.2, 5.0, -1.7, 0.9, -5.2, 6.9, 103.0, 0.4, 7.3, -1.7
#5 O=S(=O)(c1cccs1)N1CCN(S(=O)(=O)c2cccs2)CC1
  -0.5, 1.1, -1.8, -0.6, -4.2, 18.7, 101.0, 5.1, -2.8, 0.8
#6 CC1CCN(C(=O)CSc2nc3cccnc3n2C)CC1
  -1.9, 2.6, 6.7, -1.5, -1.7, -7.1, 106.0, -1.7, 3.3, -0.8
#7 CCc1nnc(NC(=O)CSc2nnc(COc3ccccc3)n2-c2ccc(C)cc2)s1
  -2.8, -3.0, -8.3, 1.1, -6.3, 6.1, 93.0, -0.3, 6.8, 0.5
#8 COc1ccc(OC)c(Nc2nc(-c3ccc(O)c(O)c3)cs2)c1
  -0.5, -7.2, 0.0, 5.0, ·, 3.4, 99.0, 0.9, 52.0*, -1.2
#9 Fc1ccc(CSc2nc3ccccc3[nH]2)cc1
  -12.3, 0.0, -6.5, -6.6, ·, 0.6, 102.0, 4.2, -17.2, -1.8
#10 OCCN1CCN(c2cc(C(F)(F)F)nc3c(F)cccc23)CC1
  -4.7, -1.8, -0.9, -0.7, 6.3, 29.6*, 102.0, -1.9, -0.9, -2.5
#11 CCOC(=O)C(C)Oc1cccc2c(=O)n(CC(=O)N3CCN(C(=O)OCC)CC3)ccc12 (stereo unspecified)
  -8.5, ·, -6.0, 1.4, -6.4, 4.2, 91.0, -4.0, 6.7, -0.2
#12 O=C(C1CCN(Cc2ccc(F)cc2)CC1)N(CCc1ccccc1)Cc1ccccc1
  14.0, 13.4, -6.5, -6.7, -5.9, -2.6, 94.0, 1.7, -5.6, 2.3
#13 CN(CC(=O)Nc1cccc(C(F)(F)F)c1)C1=NS(=O)(=O)c2ccccc21
  5.9, 0.4, -0.8, 1.2, -19.3, 9.0, 99.0, -8.2, 0.5, -1.8
#14 CCC(C)Sc1ccc([C@H]2N[C@@](C)(C(=O)OC)[C@H]3C(=O)N(CC)C(=O)[C@@H]23)cc1OC (stereo partly specified)
  4.8, -0.4, 4.2, 0.5, -5.1, 9.4, 101.0, 36.2, -0.8, -0.2
#15 O=C(Nc1ccc(N2CCCCC2)cc1)c1ccccn1
  -4.3, 4.5, -4.8, -21.4, ·, -4.8, 173.0, -1.5, -21.1, -0.6
#16 O=C(Cc1ccc2c(c1)OCCO2)N1CCN(c2ccccc2)CC1
  -10.3, 5.1, -0.7, -0.4, 0.5, 22.4, 100.0, 1.0, 3.7, 2.0
#17 Cc1nn(CC(=O)NCCCN2CCOCC2)c(C)c1[N+](=O)[O-]
  1.3, 6.9, 0.6, 3.8, -8.2, -1.5, 104.0, -0.1, 1.1, -2.6
#18 O=C(Nc1cccnc1)c1cc(Cl)ccc1Cl
  1.3, 6.4, 6.0, 1.0, -20.8, 0.4, 100.0, 2.8, 2.5, -1.2
#19 O=C(NCc1cccs1)C1CCCN(C(=O)Nc2ccc(F)cc2)C1 (stereo unspecified)
  4.7, -9.0, 2.6, -2.2, -4.3, 1.2, 105.0, -2.4, 3.3, -0.4
#20 C=CCNC(=S)N/N=C/c1ccc(-c2ccc(Cl)cc2Cl)o1
  -5.5, 0.5, -0.5, -3.5, -2.0, 0.4, 91.0, ?, -3.3, 10.4*

Entries of single compounds, looked up by structure:
Listed for OCCN1CCN(c2cc(C(F)(F)F)nc3c(F)cccc23)CC1 → ABHD5-PLIN5 inh: -4.7; PDI inh: -1.8; HTR2A ag: -0.9; Glyco luc inh: -0.7; CaV13 FRET inh: 6.3; MC4R antag cAMP: 29.6*; ABCB6 inh MLPCN: 102.0; Exocytosis inh: -1.9; H9c2 protect: -0.9; MC4R ag barr: -2.5
Listed for O=C(Nc1ccc(N2CCCCC2)cc1)c1ccccn1 → ABHD5-PLIN5 inh: -4.3; PDI inh: 4.5; HTR2A ag: -4.8; Glyco luc inh: -21.4; CaV13 FRET inh: ·; MC4R antag cAMP: -4.8; ABCB6 inh MLPCN: 173.0; Exocytosis inh: -1.5; H9c2 protect: -21.1; MC4R ag barr: -0.6

Next section.
21: CCOC(=O)c1cnc(SCC(=O)N2CCOCC2)nc1N
22: O=C(CCc1nnc(-c2ccccc2)o1)NC1CCCCC1
23: O=C(CN1CCC2(CC1)OCCO2)c1ccc2cc[nH]c2c1
24: CCCn1nnc(NC(=O)c2ccc(OC)cc2)n1
25: O=C(Nc1cccc2ccccc12)c1csc(COCCO)n1
entry no.	21	22	23	24	25
ABHD5-PLIN5 inh	5.3	-4.3	102.0*	2.2	-0.4
PDI inh	-0.4	-0.4	1.8	3.6	6.8
HTR2A ag	0.1	-2.9	3.3	0.2	-0.1
Glyco luc inh	0.0	0.3	-1.3	-3.5	0.7
CaV13 FRET inh	-1.9	-2.1	-8.4	-4.4	-6.2
MC4R antag cAMP	5.3	-0.9	-3.3	9.0	-0.3
ABCB6 inh MLPCN	99.0	100.0	100.0	85.0	105.0
Exocytosis inh	-1.0	-1.4	-0.4	1.4	-8.8
H9c2 protect	-2.2	7.8	4.9	-7.5	4.5
MC4R ag barr	1.1	-1.3	0.4	-4.2	0.6

Ordered by value in Glyco luc inh (falling): 4 of the compounds above.
item	structure	Glyco luc inh
22	O=C(CCc1nnc(-c2ccccc2)o1)NC1CCCCC1	0.3
21	CCOC(=O)c1cnc(SCC(=O)N2CCOCC2)nc1N	0.0
23	O=C(CN1CCC2(CC1)OCCO2)c1ccc2cc[nH]c2c1	-1.3
24	CCCn1nnc(NC(=O)c2ccc(OC)cc2)n1	-3.5

High-throughput results (PubChem)
